# PMK inhibit: inhibitors of Streptococcus pneumoniae phosphomevalonate kinase; hit rate 0.49% among 65,000; inhibition, % at 10 µM; AID 539; purified PMK, PK/LDH-coupled NADH absorbance 340 nm;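 active = top-ranked compounds by inhibition in the single 10 µM screen, taking a fixed number of the strongest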;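 note: 0% = full reaction with DMSO carrier and 100% = background rate without enzyme reaction; no value below 0 was filed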
# HPDE-C7 viability: cytotoxicity in HPDE-C7 cells, cell-based, fluorescence, HTS (AID 430). HPDE-C7 pancreatic duct cells viability, fluorescence; higher % means a stronger effect. cytotoxicity, % at 10 µM; hits with a dose series show EC50 in µM. hit rate 1.8% among 63,000;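 note: cells exposed to compound for 48 hours before viability readout; 0% = vehicle and 100% = reference cytotoxic drug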
# DPM-DC inhibit: blocks S. pneumoniae diphosphomevalonate decarboxylase | hit rate 0.49% among 65,000 | calls only at 10 µM | purified DPM-DC, PK/LDH coupled NADH fluorescence | AID 556;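 active = the 320 compounds with the highest percent inhibition in the single-dose primary screen, excluding strongly autofluorescent ones, cut at about 32% in these data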;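 note: kinetic rate of NADH fluorescence loss reporting ADP formed by the decarboxylase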
# Spn MK inh: S. pneumoniae mevalonate kinase inhibition; hit rate 0.48% among 65,000; inhibition, % at 10 µM; AID 555; purified MK, PK/LDH-coupled NADH absorbance 340 nm;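 active = ranked among the strongest by inhibition in the single 10 µM screen, a fixed top-ranked set picked for dose follow-up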; note: no value below 0 was filed
# Alkaline phosphatase: inhibition of tissue-nonspecific alkaline phosphatase – biochemical, luminescent (AID 518); purified TNAP enzyme, luminescent substrate readout; higher % means a stronger effect; one-dose inhibition, % at 20 µM; IC50 in µM for titrated hits; hit rate 0.09% among 64,000; in the data active = a potency from the dose series; inactive = the rest, 99 in 100 with inhibition below about 22%;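 note: plate controls were vehicle for no effect and reference inhibitor for full effect; many of its hits are not listed in these tables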
# Bfl-1 displacement: Bfl-1 inhibitors, primary screen, biochemical, fluorescence polarization, FITC-Bid, mouse (AID 432); FITC-Bid BH3 peptide fluorescence polarization displacement; higher % means a stronger effect; one-dose displacement, % at 20 µM; IC50 in µM for titrated hits; hit rate 0.02% among 64,000; in the data active = a potency from the dose series; inactive = the rest, 99 in 100 with displacement below about 15%; note: strong numbers were not always called active
# HPDE-C7K KRASV12: viability loss of HPDE-C7K cells – cell-based, fluorescence, HTS, primary screen (AID 431); HPDE-C7K KRASV12 cells, Alamar Blue viability, 48 h; higher % means a stronger effect; one-dose cytotoxicity, % at 10 µM; EC50 in µM for titrated hits; hit rate 1.7% among 63,000;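 active = compounds whose percent cytotoxicity in the single-dose primary screen, scaled between solvent and toxic-drug controls, exceeds 50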;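 note: 0% = DMSO solvent wells and 100% = doxorubicin-treated wells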
# LYP inhibition: inhibition of human PTPN22 tyrosine phosphatase – biochemical, DiFMUP fluorescence, recombinant catalytic domain, 10 µM, primary screen (AID 606); inhibition, % at 10 µM, or IC50 in µM where a hit was titrated; 52,000 tested, under 10 active; recombinant LYP catalytic domain, DiFMUP fluorescence; higher % means a stronger effect;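 active = IC50 under 40 µM in the dose-response test; inactive = IC50 of 40 µM or more, or never dose-tested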
# HT1080 viability: cytotoxicity in HT1080 fibrosarcoma cells, cell-based, fluorescence readout (AID 620). HT1080 viability, fluorescence; higher % means a stronger effect. cytotoxicity, % at 10 µM, or EC50 in µM where a hit was titrated. hit rate 0.42% among 87,000;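 note: cells exposed to compound overnight then 4 h with Alamar Blue; 0% = vehicle DMSO and 100% = killing control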
# PMK inhibit pilot replicates: also measured in PMK inhibit; calls as there; inhibition, %; measured here: pilot screen replicates
# Spn MK inh pilot replicates: recorded beside Spn MK inh, whose call it bears; inhibition, %; measured here: pilot screen replicates
# DPM-DC inhibit pilot screen %: recorded beside DPM-DC inhibit, whose call it bears; inhibition, %; measured here: pilot screen trials
# * hit, by the source's call; i = inactive; / = no result given. Cut-off read from the data, not from the text of the source, unless noted: active = cytotoxicity above about 50%; inactive = the rest. An unsorted share of the library; overall some 3.4% were active at least once.
SMILES,PMK inhibit,HPDE-C7 viability,DPM-DC inhibit,Spn MK inh,Alkaline phosphatase,Bfl-1 displacement,HPDE-C7K KRASV12,LYP inhibition,HT1080 viability,others
CCOc1cc(S(=O)(=O)NCc2cccs2)ccc1Cl,0.0,6.6%,i,9.0,24.4%,6.6%,-4.2%,6.8%,-5.4%,
COC(=O)c1[nH]c2ccccc2c1NS(=O)(=O)c1ccc(F)c(C)c1,6.0,6.6%,i,3.0,11.2%,-0.1%,8.9%,3.6%,6.0%,
CNS(=O)(=O)c1cccc(C(=O)OCC(=O)Nc2ccccc2OC(F)F)c1,4.0,-1.1%,i,0.0,4.8%,1.8%,-0.5%,/,10.2%,
O=C(Cn1c(=O)n(-c2ccccc2)c(=O)n1CC(=O)N1CCCCC1)N1CCCCC1,8.0,-3.1%,i,3.0,5.2%,5.1%,-8.3%,5.7%,-2.4%,
COc1ccc(OC)c(S(=O)(=O)N2CCC(C(=O)Nc3cccc(C(F)(F)F)c3)CC2)c1,7.0,0.9%,i,7.0,3.3%,-3.1%,20.9%,2.0%,-1.0%,
O=C(NCCCn1ccnc1)c1ccc(Cl)c(S(=O)(=O)N2CCOCC2)c1,5.0,4.7%,i,8.0,1.7%,-1.1%,0.4%,/,-3.5%,
O=C(O)CC1SC(=Nc2ccccc2)N(c2ccccc2)C1=O (stereo not drawn),12.0,-4.6%,i,5.0,5.3%,5.6%,-2.7%,9.3%,8.3%,
CCSc1nnc(-c2ccccc2N)c(=O)[nH]1,10.0,-10.5%,i,6.0,7.5%,-0.4%,-3.5%,-2.3%,-10.7%,
Cc1cc(F)ccc1S(=O)(=O)Nc1c(C)n(C)n(-c2ccccc2)c1=O,2.0,-0.9%,i,5.0,6.1%,6.2%,1.2%,1.6%,9.8%,
O=C(c1cccc(S(=O)(=O)N2CCCC2)c1)N1CCN(c2ccccc2)CC1,0.0,-5.0%,i,6.0,-1.4%,0.5%,-4.3%,-0.4%,5.8%,
CCOC(=O)Nc1ccc2c(c1)N(C(=O)OCCN(C)C)c1ccccc1CC2,3.0,3.0%,i,6.0,10.5%,-9.3%,9.6%,-3.2%,-5.8%,PMK inhibit pilot replicates=4.0;Spn MK inh pilot replicates=0.0;DPM-DC inhibit pilot screen %=2.0
Cc1ccc(S(=O)(=O)N2CCN(C(=O)CN3CCOCC3)C2c2ccccc2)cc1 (stereo not drawn),6.0,11.4%,i,4.0,0.8%,5.7%,19.0%,17.2%,1.5%,
COc1ccc(-c2cc(=O)oc3c(C)c(OCc4nn[nH]n4)ccc23)cc1,7.0,/,i,0.0,8.2%,-8.1%,/,/,-7.1%,
Nc1ccc(SC(F)(F)F)cc1C(=O)c1ccccc1,2.0,2.6%,i,7.0,16.3%,-3.8%,-2.0%,5.1%,-8.6%,
COc1ccccc1NC(=O)Nc1nnc(C(C)C)s1,6.0,-0.1%,i,10.0,7.7%,0.5%,-0.2%,9.1%,3.0%,
COc1ccc(CNc2oc(-c3ccccc3)nc2C#N)cc1,0.0,5.7%,/,3.0,21.8%,9.1%,3.8%,1.7%,-0.4%,PMK inhibit pilot replicates=0.0;Spn MK inh pilot replicates=1.0
COc1cc2[nH]c(=O)n(CCC(=O)NC3CCCC3)c(=O)c2cc1OC,14.0,-26.6%,i,0.0,0.0%,1.7%,-22.0%,1.7%,7.2%,
C#CCOC(=O)C1C2C=CC(C2)C1C(=O)O (stereo not drawn),6.0,-5.9%,i,1.0,11.8%,-6.7%,4.5%,/,-1.5%,PMK inhibit pilot replicates=1.0;Spn MK inh pilot replicates=0.0;DPM-DC inhibit pilot screen %=2.5
COc1ccc(S(=O)(=O)Cc2ccc(C(=O)NC(C)C)o2)cc1,16.0,-2.4%,i,4.0,0.8%,-1.0%,-5.9%,0.8%,1.9%,
O=C(NCCc1ccc(Cl)cc1)c1cnc2n(c1=O)CCS2,0.0,-8.1%,i,7.0,4.3%,-3.7%,10.6%,4.7%,5.9%,
CCC(C)Sc1nc2c(c(=O)[nH]c(=O)n2C)n1Cc1ccccc1Cl (stereo not drawn),0.0,-4.9%,i,5.0,10.5%,5.9%,-0.8%,-9.8%,5.2%,
Cc1ccc(N2CCCn3c2nc2c3c(=O)n(CC(=O)OCc3ccccc3)c(=O)n2C)cc1C,8.0,-4.0%,i,6.0,6.9%,7.6%,-2.2%,-11.1%,2.6%,
CCC(C(=O)NC1CCCC1)N(C(=O)Cn1nnc(-c2ccc(C)o2)n1)C(C)(C)C (stereo not drawn),13.0,-6.8%,i,3.0,7.6%,3.0%,-16.8%,14.5%,7.1%,
O=C(NCc1ccco1)c1ccc(CS(=O)(=O)c2cccc(C(F)(F)F)c2)o1,11.0,-11.9%,i,0.0,11.9%,5.6%,-7.1%,4.2%,2.3%,
O=C(Nc1nc(SCc2ccc(F)cc2)ns1)c1ccco1,11.0,/,i,0.0,/,/,/,12.4%,-1.4%,
CCOC(=O)CSc1nnc(CNC(=O)c2cccs2)n1CCc1ccccc1,17.0,-7.9%,i,0.0,5.3%,-0.8%,-0.4%,/,-4.6%,
Cc1cc(Cl)cc(Br)c1OCCCCn1cncn1,9.0,-2.0%,i,9.0,3.3%,0.2%,-7.7%,9.2%,-2.7%,
CCCCC(=O)N(c1ccc(OC)cc1)C1C=CS(=O)(=O)C1 (stereo not drawn),19.0,-2.4%,i,5.0,4.6%,-1.7%,0.9%,/,-2.8%,
Cc1cc(Cl)c2c(c1)[C@]1(C(=O)N2)[C@@H]2C(=O)N(Cc3ccccc3)C(=O)[C@@H]2[C@@H]2CCCN21,11.0,-13.3%,i,7.0,-1.6%,-7.4%,-13.4%,/,-2.8%,
CCCOC(=O)c1ccc(OCC(O)Cn2c(C)nc3ccccc32)cc1 (stereo not drawn),2.0,-5.1%,i,5.0,3.9%,-2.7%,5.7%,/,-4.7%,
O=C(NC12CC3CC(CC(C3)C1)C2)N1CCN(c2ccccn2)CC1,2.0,-6.0%,i,4.0,-0.8%,-5.4%,-10.3%,6.8%,-6.0%,
Cc1cccc(NC(=O)c2cccs2)n1,0.0,-17.4%,i,6.0,4.9%,-2.5%,-8.0%,/,-0.9%,
Cc1nc2cc(N3CCN(C)CC3)c(NC(=O)Cc3ccccc3)cc2c(=O)n1Cc1ccccc1,7.0,-3.9%,i,13.0,12.4%,-7.1%,-6.0%,0.9%,1.3%,
CC(C)Cn1c(SCC(=O)NC(=O)NC2CCCC2)nc2ccccc21,13.0,-9.2%,i,0.0,11.3%,2.6%,3.1%,1.3%,-5.3%,
Cc1ncsc1C(=O)Nc1nc2c(s1)CC(C)CC2 (stereo not drawn),13.0,3.5%,i,1.0,4.4%,2.6%,2.8%,-2.1%,4.9%,
O=C(NCc1ccc(F)cc1)c1cc(-c2cccs2)on1,7.0,11.3%,i,5.0,9.5%,-7.1%,6.3%,2.6%,-1.3%,
O=S1(=O)C=C(N2CCOCC2)c2ccccc21,0.0,4.0%,i,6.0,6.9%,-7.5%,2.5%,6.5%,/,
COc1cc(CN2CCN(c3cccc(C)c3C)CC2)cc(Br)c1O,5.0,2.6%,i,29.0,9.6%,-3.1%,14.5%,6.1%,-4.1%,
Cc1csc(NC(=O)C2CCN(C(=O)CSc3nnc(C)n3Cc3ccccc3)CC2)n1,13.0,-8.2%,i,5.0,8.3%,-4.1%,-14.0%,-23.2%,-9.1%,
Cc1cccc2cc(C#N)c(N3CCN(C)CC3)nc12,6.0,10.4%,i,10.0,7.6%,-14.8%,1.8%,8.9%,6.0%,
COc1ccc(-c2nnc(NC(=O)c3ccccc3C)o2)cc1,8.0,1.9%,i,2.0,4.3%,1.2%,3.0%,-5.0%,/,
Cn1c(N2CCN(c3ccccn3)CC2)nc2c1c(=O)n(Cc1ccc(Cl)cc1)c(=O)n2C,7.0,66.4%*,i,14.0,8.0%,12.6%,70.0%*,8.1%,5.3%,
CCN(CC)C1CCCCC1NS(=O)(=O)c1ccc(Cl)cc1 (stereo not drawn),5.0,-1.6%,i,2.0,10.7%,-4.9%,9.1%,7.7%,0.7%,PMK inhibit pilot replicates=3.0;Spn MK inh pilot replicates=0.0;DPM-DC inhibit pilot screen %=3.0
CCC(c1nnnn1CC1CCCO1)N(CCN1CCOCC1)Cc1cc2cc(C)ccc2[nH]c1=O (stereo not drawn),13.0,-6.7%,i,11.0,13.9%,-3.9%,-16.9%,-3.2%,-7.7%,
N#Cc1cc2c(nc1SCC(=O)NCc1ccc3c(c1)OCO3)CCCCC2,7.0,-27.8%,i,5.0,10.2%,-4.7%,-15.9%,8.4%,-2.9%,

# Filtered by structure, the compounds so far containing a CF3 group
SMILES,PMK inhibit,HPDE-C7 viability,DPM-DC inhibit,Spn MK inh,Alkaline phosphatase,Bfl-1 displacement,HPDE-C7K KRASV12,LYP inhibition,HT1080 viability,others
COc1ccc(OC)c(S(=O)(=O)N2CCC(C(=O)Nc3cccc(C(F)(F)F)c3)CC2)c1,7.0,0.9%,i,7.0,3.3%,-3.1%,20.9%,2.0%,-1.0%,
Nc1ccc(SC(F)(F)F)cc1C(=O)c1ccccc1,2.0,2.6%,i,7.0,16.3%,-3.8%,-2.0%,5.1%,-8.6%,
O=C(NCc1ccco1)c1ccc(CS(=O)(=O)c2cccc(C(F)(F)F)c2)o1,11.0,-11.9%,i,0.0,11.9%,5.6%,-7.1%,4.2%,2.3%,

# Later entries
SMILES,PMK inhibit,HPDE-C7 viability,DPM-DC inhibit,Spn MK inh,Alkaline phosphatase,Bfl-1 displacement,HPDE-C7K KRASV12,LYP inhibition,HT1080 viability,others
Cc1[nH]c2ccc(S(N)(=O)=O)cc2c1C,3.0,-1.6%,i,0.0,7.5%,1.7%,-2.8%,-2.7%,18.6%,
CC1CCc2cccc3c2N1c1cc(C#N)c(C#N)cc1O3 (stereo not drawn),9.0,-25.6%,i,8.0,17.6%,4.6%,-0.9%,7.5%,-8.6%,
O=C(Cc1cccs1)Nc1nnc(-c2ccncc2)s1,4.0,10.1%,/,5.0,-4.2%,14.8%,11.5%,4.0%,3.4%,
CC(=O)c1cccc(S(=O)(=O)N2CCCC(c3nc(-c4ccc(C)o4)no3)C2)c1 (stereo not drawn),1.0,-13.2%,i,8.0,9.3%,-10.9%,-11.4%,2.9%,-4.9%,
CN1C(=O)N(C)C2C1N(CN1CCCCC1)C(=O)N2CN1CCCCC1 (stereo not drawn),10.0,7.8%,i,11.0,3.4%,4.4%,-6.3%,11.2%,-19.8%,
CCc1c(C)n([O-])c2c([n+]1=O)CCCCC2,8.0,2.3%,i,3.0,8.5%,-0.3%,-4.6%,13.0%,-0.5%,
O=C(CSc1nnc(Cn2c(=O)sc3ccccc32)n1-c1ccccc1)NCC1CCCO1 (stereo not drawn),5.0,5.5%,i,6.0,14.7%,-0.4%,-1.0%,/,/,PMK inhibit pilot replicates=1.0;Spn MK inh pilot replicates=0.0;DPM-DC inhibit pilot screen %=1.0
O=C(CNC(=O)Cn1ccc2ccccc2c1=O)NCCCN1CCN(c2cccc(Cl)c2)CC1,0.0,0.6%,i,5.0,15.0%,2.3%,10.3%,/,0.4%,

# Compound activity deposited in PubChem BioAssay by several laboratories.
